# Screening results as filed in PubChem.
# IMPase Li cell = qHTS Assay for Identifying the Cell-Membrane Permeable IMPase Inhibitors: Potentiation with Lithium; AID 1457, 2008; CHO-M1 cells, IP1 TR-FRET (IP-One), carbachol + lithium; Potency, µM (series often up to 59.4 µM), inactives show top-dose activity, negative = IMPase inhibition, usual class: inhibitors; 210,000 compounds, 0.35% hits;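 further: IP1 builds up when IMPase is blocked and the TR-FRET signal falls; plate controls were basal vehicle for no effect and high inhibitor control for full effect; nearly all actives have a fitted effect of over 50% in size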
#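 Test compounds were applied to CHO-M1 cells previously cultured for 16–30 h at 2000 per well. A small lithium amount accompanied them; after 30 min at 37C, IP1 was quantified by TR-FRET.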
# aGlu spleen mod = qHTS Assay for Inhibitors and Activators of Human alpha-Glucosidase From Spleen Homogenate | Lysosomal alpha-glucosidase (Homo sapiens), P10253 | human spleen homogenate, 4-MU-alpha-glucoside fluorescence | Potency, µM (doses to about 79.9 µM), without a hit: at the highest dose activity change, negative = inhibition, most hits filed as inhibitors | 240,000 compounds, 0.006% hits | AID 2112, 2009;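 further: 0% = enzyme with vehicle and -100% = no enzyme basal signal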
#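 Compounds were titrated against alpha-glucosidase in spleen homogenate at pH 5.0, with 1 mM 4-methylumbelliferyl substrate for 40 min at 37 C. Reactions were quenched with pH 10 NaOH/glycine and fluorescence measured.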
# GoLoco inh red = qHTS Assay for Inhibitors of RGS12 GoLoco Motif Activity (Red Fluorophore); Gai1:RGS12 GoLoco peptide FP, rhodamine, 10 min; Potency, µM (titrated, usually from 61.6 µM), inactives show top-dose activity, negative = inhibition, most hits filed as inhibitors; 230,000 compounds, 0.44% hits; active means well fitted inhibition curve with a large enough effect, not every such curve was filed as active; inactive means no such curve, though single readings can be large or run the other way; further: on the % scale 0 is the no-effect control and ±100 the full control effect; nearly all actives have a fitted effect of over 30% in size; many of its hits are not listed in these tables
# Target sequence (P63096 whole entry, looked up): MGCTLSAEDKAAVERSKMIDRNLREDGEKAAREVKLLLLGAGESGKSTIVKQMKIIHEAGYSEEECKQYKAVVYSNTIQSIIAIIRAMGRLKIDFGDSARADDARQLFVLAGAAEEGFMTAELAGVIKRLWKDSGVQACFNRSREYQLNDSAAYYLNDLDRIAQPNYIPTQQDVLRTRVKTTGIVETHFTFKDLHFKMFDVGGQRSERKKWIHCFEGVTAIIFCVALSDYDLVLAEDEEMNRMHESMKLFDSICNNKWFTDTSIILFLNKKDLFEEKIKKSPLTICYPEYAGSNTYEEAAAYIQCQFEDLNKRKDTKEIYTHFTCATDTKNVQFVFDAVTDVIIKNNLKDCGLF
# GAA glycogen mod = qHTS Assay for Inhibitors and Activators of Human alpha-Glucosidase Cleavage of Glycogen; Lysosomal alpha-glucosidase (Homo sapiens), P10253; recombinant GAA, glycogen substrate, Amplex Red glucose oxidase fluorescence; Potency, µM (titrated, usually from 76.4 µM), inactives show at the highest dose activity change, negative = inhibition, most hits filed as inhibitors; 300,000 compounds, 0.38% hits; AID 2100, 2009;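 further: 0% = full enzyme reaction and -100% = no-enzyme basal signal; the screen sought inhibitors and activators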
#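 Natural-substrate format: glycogen cleavage by 4 nM human enzyme, glucose read by Amplex Red coupling (Ex 573, Em 610 nm). Normalized to enzyme and no-enzyme controls.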
# GAA inhib = qHTS Assay for Inhibitors of Human alpha-Glucosidase as a Potential Chaperone Treatment of Pompe Disease; purified human GAA, 4-MU-alpha-glucoside fluorescence; Potency, µM (doses to about 76.9 µM), for the others: at the highest dose activity change, negative = inhibition, actives largely listed as inhibitors; 200,000 compounds, 0.005% hits; Lysosomal alpha-glucosidase (Homo sapiens), P10253; AID 1466, 2008;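 further: plate controls were uninhibited enzyme wells for no effect and no-enzyme background for full effect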
#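 AC50 values come from Hill fits of compound titrations (up to 77 uM) against 4 nM human enzyme. Substrate 4-methylumbelliferyl-alpha-D-pyranoside at 400 uM, pH 5.0 citrate buffer, 20 min room temperature; fluorescence Ex 365/Em 440 after alkaline stop.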
# HTT ATP protect = qHTS Multiplex Assay to Identify Dual Action Probes in a Cell Model of Huntington: Cytoprotection (ATP); AID 1471, 2008; PC12 HTT-Q103 induced, cytoprotection, ATP luminescence, 40 h; 230,000 compounds, 0.14% hits; Potency, µM (series often up to 56.4 µM), for inactives: cytoprotection (ATP increase), hits mostly activators;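 further: % of control where 0% means no effect; nearly all actives have a fitted effect of over 45% in size; toxic huntingtin expression switched on by the ecdysone agonist tebufenozide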
#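 Stable PC12 Q103-GFP cells in serum-supplemented, phenol red-free DMEM; induction by tebufenozide at 100 nM final; compound dose series; cell viability quantified luminescently from ATP.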
# HttQ103 aggreg = qHTS Multiplex Assay to Identify Dual Action Probes in a Cell Model of Huntington: Aggregate Formation (GFP) | Potency, µM (doses to about 46.1 µM), inactives show at the top dose activity change, negative = inhibition, usual class: inhibitors | 220,000 compounds, 1.1% hits | PC12 HttQ103-GFP aggregates, Acumen cytometry, 40 h; further: on the % scale 0 is the no-effect control and ±100 the full control effect; nearly all actives have a fitted effect of over 60% in size
#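 Huntingtin Q103 exon 1–GFP aggregates in induced PC12 cells (100 nM tebufenozide) were quantified by cytometry from lysates, with compounds dosed in titration.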
# * hit, by the source's call; ? = inconclusive; · = not tested or not shown; [ ] = remark or other dose. Unless noted, the call rests on the fitted dose curve; in most records, active means well fitted curve in the direction sought with a large enough effect; inconclusive means small, poorly fitted or top-dose-only effect, or another doubt; inactive means no such curve, though single readings can be large; an effect the other way counts as inactive or inconclusive. Potency means the concentration at half of the fitted maximal effect. The list is partial (hit frequency here may not be typical).
# Start of the listing, in advance, 14 compounds:
SMILES,IMPase Li cell,aGlu spleen mod,GoLoco inh red,GAA glycogen mod,GAA inhib,HTT ATP protect,HttQ103 aggreg
CNc1nc(SC)n(C)c(=O)c1N=O,·,1%,-4%,-1%,·,-1%[10 µM],1%[9.22 µM]
N#CC(C#N)=C1C=CC=CN1/C(=C\c1ccccc1)C(=O)c1cccs1,16%,0%,2%,-1%,-1%,-14%[10 µM],18%
COc1cc(C(=O)Nc2ccc3c(c2)OCCO3)ccc1OC(C)C,16%[38.3 µM],-2%,-3%,3%,-11%,-62%[inhibitor],-20%
COCC(=O)NNC(=O)c1ccccc1OC,4%,-6%,-2%,-9%,13%,-6%[10 µM],-9%[9.22 µM]
Cc1ccc(Cn2nnc3c(=O)[nH]c(C(=O)NCc4ccco4)nc32)cc1,-6%[38.3 µM],-12%,5%,13%,5%,-19%,-14%
CCN(CC)S(=O)(=O)c1ccc(Cl)c(C(=O)N2CCc3ccccc32)c1,27%[38.3 µM],-5%,8%,-2%,-2%,12%,?
Cc1c(C(=O)C(=O)N2CC=C(c3ccccc3)CC2)c2ccccc2n1C,0%,-1%,11%,-8%,-3%,-53%[inhibitor][10 µM],5%
CSCC(=O)Nc1nc(-c2ccc3c(c2)OCCO3)cs1,5%,3%,1%,-9%,-1%,-73%[inhibitor],-18%
CCS(=O)(=O)Nc1ccc(C(=O)c2ccccc2)cc1,-3%,-9%,4%,3%,-3%,-3%[1.9 µM],-26%
Cc1ccc(C2NC(=S)NC3=C2C(=O)CCC3)cc1 (centres undefined),-1%,·,7%,0%,-17%,-17%,0%
CC(=O)c1cnc(-c2ccccn2)s1,0%,-7%,37%[activator],-6%,-5%,-13%[10 µM],-2%
CCC(C)c1ccc(-c2cc(C(=O)OCC(=O)Nc3cc(C)on3)c3ccccc3n2)cc1 (centres undefined),19%[38.3 µM],6%,3%,3%,11%,-113%[inhibitor],-11%
COc1ccccc1N(CC(=O)Nc1cc(C)on1)S(=O)(=O)c1ccc(Cl)cc1,35%[activator][38.3 µM],-9%,-13%,-8%,-7%,-1%,4%
COc1ccc2c(CC(=O)N3CCc4ccccc43)coc2c1,20%[38.3 µM],2%,5%,-1%,-3%,-51%[inhibitor],0%

# The listing, from the first entry:
SMILES,IMPase Li cell,aGlu spleen mod,GoLoco inh red,GAA glycogen mod,GAA inhib,HTT ATP protect,HttQ103 aggreg
CNc1nc(SC)n(C)c(=O)c1N=O,·,1%,-4%,-1%,·,-1%[10 µM],1%[9.22 µM]
N#CC(C#N)=C1C=CC=CN1/C(=C\c1ccccc1)C(=O)c1cccs1,16%,0%,2%,-1%,-1%,-14%[10 µM],18%
COc1cc(C(=O)Nc2ccc3c(c2)OCCO3)ccc1OC(C)C,16%[38.3 µM],-2%,-3%,3%,-11%,-62%[inhibitor],-20%
COCC(=O)NNC(=O)c1ccccc1OC,4%,-6%,-2%,-9%,13%,-6%[10 µM],-9%[9.22 µM]
Cc1ccc(Cn2nnc3c(=O)[nH]c(C(=O)NCc4ccco4)nc32)cc1,-6%[38.3 µM],-12%,5%,13%,5%,-19%,-14%
CCN(CC)S(=O)(=O)c1ccc(Cl)c(C(=O)N2CCc3ccccc32)c1,27%[38.3 µM],-5%,8%,-2%,-2%,12%,?
Cc1c(C(=O)C(=O)N2CC=C(c3ccccc3)CC2)c2ccccc2n1C,0%,-1%,11%,-8%,-3%,-53%[inhibitor][10 µM],5%
CSCC(=O)Nc1nc(-c2ccc3c(c2)OCCO3)cs1,5%,3%,1%,-9%,-1%,-73%[inhibitor],-18%
CCS(=O)(=O)Nc1ccc(C(=O)c2ccccc2)cc1,-3%,-9%,4%,3%,-3%,-3%[1.9 µM],-26%
Cc1ccc(C2NC(=S)NC3=C2C(=O)CCC3)cc1 (centres undefined),-1%,·,7%,0%,-17%,-17%,0%
CC(=O)c1cnc(-c2ccccn2)s1,0%,-7%,37%[activator],-6%,-5%,-13%[10 µM],-2%
CCC(C)c1ccc(-c2cc(C(=O)OCC(=O)Nc3cc(C)on3)c3ccccc3n2)cc1 (centres undefined),19%[38.3 µM],6%,3%,3%,11%,-113%[inhibitor],-11%
COc1ccccc1N(CC(=O)Nc1cc(C)on1)S(=O)(=O)c1ccc(Cl)cc1,35%[activator][38.3 µM],-9%,-13%,-8%,-7%,-1%,4%
COc1ccc2c(CC(=O)N3CCc4ccccc43)coc2c1,20%[38.3 µM],2%,5%,-1%,-3%,-51%[inhibitor],0%
O=C(CCc1ccccc1)NNc1ccc(F)cc1,·,-3%,10%,20µM*,-11%,-4%[10 µM],2%[9.22 µM]
O=[N+]([O-])c1ccc(CN2CCSCC2)cc1,0%,-1%,-2%,3%,1%,8%[10 µM],12%
Cc1occc1C(=O)NN1C(=O)C2C3CCC(O3)C2C1=O (centres undefined),-5%,-7%,-3%,0%,1%,·,-16%
ClC1(Cl)CC1Cn1c(C2CC2)nc2ccccc21 (centres undefined),5%,0%,10%,0%,?,?,13%[9.22 µM]
CCOC(=O)C(C)Oc1cccc2c(=O)n(CC(=O)NCCc3ccccc3)ccc12 (centres undefined),·,5%,7%,3%,·,-7%[10 µM],-15%[9.22 µM]
CC(=O)Nc1ccc(OCCOc2ccc(/C=C3/C(=N)N4C=CSC4=NC3=O)cc2)cc1,-4%,7%,12%,2%,-7%,-62%[inhibitor],0%
O=C(CCS(=O)(=O)c1ccccc1)Nc1ccc(-c2nc3ccccc3s2)cc1,-6%,-3%,8%,19%,1%,-27%[10 µM],?
COc1ccccc1-c1nnn(C/C(N)=N/O)n1,10%,-7%,3%,15%,3%,5%[10 µM],4%
O=S(=O)(NCCc1csc(-c2cccnc2)n1)c1ccc(Cl)s1,3%[38.3 µM],5%,18%,20%,-9%,-33%,?
Cc1nn(C)c(=O)n1-c1ccccc1,1%,·,1%,6%,4%,6%,2%
O/N=C/c1ccnc(SCc2ccc(Cl)cc2)n1,·,1%,-11%,-8%,-7%[15.4 µM],5%[10 µM],29%[9.22 µM]
COc1cccc(Nc2ncc3nc(C)c(=O)n(CCC#N)c3n2)c1,9%,1%,17%,·,·,-6%,·
Nc1cc[n+](CC(=O)Nc2ccccc2)cc1,-3%,-2%,6%,-4%,1%,-1%[10 µM],-8%[9.22 µM]
O=C(C/C=N/OCc1ccccc1F)c1cnc(-c2ccc(Cl)cc2)s1,-16%[38.3 µM],-12%,13%,-18%,-1%,-2%,18%
COc1cc(C(=O)OCCCN2CCOCC2)ccc1O,5%,-1%,2%,-6%,13%,12%[10 µM],-10%[9.22 µM]
CN(C)/C=N/c1c(C#N)nnn1Cc1ccccc1,9%[38.3 µM],1%,-9%,-4%,0%,-79%[inhibitor],-13%
CCN(CC(=O)NCc1ccc(F)cc1)CC(=O)Nc1ccccc1-c1ccccc1,8%,-5%,-2%,0%,0%,-19%,-2%
CCc1nc(SCC(=O)NCCc2ccccc2)c2c(=O)n(C)c(=O)n(C)c2n1,·,-3%,12%,2%,·,-9%[10 µM],7%[9.22 µM]
CNC(=O)COC(=O)/C=C/c1ccco1,4%,7%,3%,-6%,3%,-37%[inhibitor],18%
Cc1cccc2c1OCC/C2=N\NC(=O)COc1ccccc1Cl,7%[38.3 µM],0%,-12%,-4%,-6%,-19%,10%
COC(=O)C1CCN(c2cnccn2)CC1,0%,-3%,-1%,-11%,-2%,-24%,13%
COc1ccc(-c2nnc3sc(-c4ccccn4)nn23)cc1,-9%[38.3 µM],1%,4%,0%,0%,-9%[0.074 µM],-8%
O=C(COC(=O)c1ccc2c(c1[N+](=O)[O-])C(=O)c1ccccc1C2=O)NC1CC1,12%,14%,0%,1%,4%,-63%[inhibitor],-9%
CCCOC(=O)c1ccc(Oc2c(-c3ccc(O)cc3O)n[nH]c2C)cc1,·,1%,·,-12%,1%,-17%,-13%
COc1cc(-c2nnc(SCC#CCO)o2)cc(OC)c1OC,-11%[38.3 µM],2%,2%,4%,-6%,-20%,-9%
NC(=O)c1cccnc1Oc1ccc(Cl)cc1Cl,·,-3%,-1%,-1%,0%,-20%[10 µM],-20%[9.22 µM]
COc1ccccc1N1CCN(C(=O)c2cc(C(C)(C)C)oc2C)CC1,·,2%,6%,-4%,-11%,2%[10 µM],25%[9.22 µM]
Cc1ccc2oc(=O)n(CC(=O)OCCC(C)C)c2c1,·,-4%,1%,3%,·,9%[10 µM],-3%[9.22 µM]
CN1Cc2c(N3CCOCC3)nc3sc(C#N)c(N)c3c2CC1(C)C,·,8%,10%,7%,·,-2%[10 µM],-12%[9.22 µM]
Cc1nnc(N2CCOCC2)c2nn(-c3ccccc3)c(C)c12,11%,-1%,8%,7%,?,·,?
CCOC(=O)CCSc1nc(C)c2cc(C)ccc2n1,13%[38.3 µM],3%,2%,-10%,1%,-8%,3%
CC1CCCN(C(=O)Nc2cccc(NC(=O)N3CCCC(C)C3C)c2)C1C (centres undefined),2%[38.3 µM],-8%,-11%,-11%,9%,-1%,15%
COc1ccc(N2C(=O)C3CCCN3C2c2ccccc2)cc1 (centres undefined),15%[38.3 µM],-15%,6%,-3%,4%[15.4 µM],23%,-3%
COc1ccc(N2C(=O)CC(Sc3ccccc3C(=O)O)C2=O)c([N+](=O)[O-])c1 (centres undefined),8%,4%,-22%,?,?,-3%[10 µM],-4%
CN(C)CCNC(C(=O)Nc1cccc(C(F)(F)F)c1)c1ccccc1 (centres undefined),19%,1%,-4%,19%,7%,-40%[inhibitor],21%
